# Compound activity (PubChem BioAssay)
# DT40 TDP1 CPT: DT40-hTDP1 cell growth loss with CPT | chicken DT40 Tdp1-/-;hTDP1 cells + 20 nM CPT, ATP luminescence, 48 h | Potency, µM (highest dose often 46.2 µM), for inactives: at the highest dose activity change, negative = growth inhibition, usual class: inhibitors | 420,000 compounds, 12% hits | AID 686979; also: nearly all actives have a fitted effect of over 55% in size
#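 Chicken DT40 Tdp1-/- cells complemented with human TDP1, 400 cells/well, exposed to compounds plus 20 nM camptothecin for at least 48 h at 37 C; viability read as ATP content by CellTiter-Glo luminescence.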
# FEN1 inh: blocks human flap endonuclease 1; P39748; Recombinant FEN1 flap cleavage, fluorescence, 15 min; Potency, µM (doses to about 114 µM), without a hit: at the top dose activity change, negative = inhibition, most hits filed as inhibitors; 390,000 compounds, 0.35% hits; also: nearly all actives have a fitted effect of over 65% in size
# Target sequence (P39748 whole entry, looked up): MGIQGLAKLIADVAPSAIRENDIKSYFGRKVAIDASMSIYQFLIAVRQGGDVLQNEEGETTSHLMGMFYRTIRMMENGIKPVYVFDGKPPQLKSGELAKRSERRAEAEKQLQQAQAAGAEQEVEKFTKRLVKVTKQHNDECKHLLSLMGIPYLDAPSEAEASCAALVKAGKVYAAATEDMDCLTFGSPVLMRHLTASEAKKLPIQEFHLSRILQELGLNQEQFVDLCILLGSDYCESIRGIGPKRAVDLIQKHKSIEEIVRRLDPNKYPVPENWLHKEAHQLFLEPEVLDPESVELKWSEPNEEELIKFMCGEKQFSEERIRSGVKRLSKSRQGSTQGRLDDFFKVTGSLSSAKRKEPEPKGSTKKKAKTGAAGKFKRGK
#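 Compounds are tested as a concentration series against 10 nM FEN1; after a 15 min room-temperature preincubation, 50 nM substrate starts cleavage, with plate reads at 0 and 15 min. Normalized responses are fitted by a Hill equation.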
# N370S GC: inhibitors or activators of N370S glucocerebrosidase for Gaucher disease; P04062; N370S GC spleen homogenate, 4MU-glucoside fluorescence; Potency, µM (top dose mostly 59.4 µM), inactives show at the highest dose activity change, negative = inhibition, hits mostly inhibitors; 330,000 compounds, 0.092% hits; AID 2101;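 also: 0% = full enzyme activity and -100% = no enzyme basal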
# The depositor's hits bear a star; ? = inconclusive; . = not tested or not shown; & = joins results of further samples; [ ] = dose if it differs, or a comment. Calls follow the shape of the dose curve; as a rule, active = well fitted curve in the direction sought with a large enough effect; inconclusive = small, poorly fitted or top-dose-only effect, or another doubt; inactive = no such curve, though single readings can be large; an effect the other way counts as inactive or inconclusive. Unless noted, % is scaled to controls: 0 for no effect and ±100 for the full control effect; potency is read from the fitted curve at half-maximal effect. An excerpt; the hit share may differ from the screen's.
molecule	DT40 TDP1 CPT	FEN1 inh	N370S GC
COC(=O)c1c(NC(=O)C(=O)NCC2CCCO2)sc2c1CC(C)(C)OC2 (stereo unspecified)	?	13%	-20%
CC/C(=N/Nc1cccc(Cl)c1)c1cnnc(SC)n1	-19%	-1%	12%
O=C(O)C(Cc1ccccc1)N1CCS(=O)(=O)CC1 (stereo unspecified)	11%	-1%	-5%
Cc1nc(SCC(=O)c2c(N)n(C3CC3)c(=O)[nH]c2=O)[nH]c(=O)c1CCO	6%	9%	.
CCc1cc2c(NC(Cc3ccccc3)C(=O)O)nc(C)nc2s1 (stereo unspecified)	-2%	-10%	-1%
Cc1cc(C)n(CC(=O)Nc2ccc([N+](=O)[O-])cc2)n1	?	-14%	5%
O=C(CCCCCN1C(=O)c2cccc([N+](=O)[O-])c2C1=O)Nc1ccccc1F	4%	-1%	3%
COC(=O)c1ccc2c(c1)sc(=NC(=O)CCS(=O)(=O)c1ccccc1)n2C	?	0%	-3%
CC1CN(C(=O)CS(=O)(=O)Cc2ccccc2)CC(C)O1 (stereo unspecified)	-3%	10%	-10%
CCOc1ccc(CC(=O)N/N=C/c2cccnc2)cc1OCC	-1%	-13%	-13%
COc1ccccc1/C=N/Nc1nc(C)cc(C)n1	-4%	-21%	-7%
Cc1sc2ncnc(NS(=O)(=O)c3ccc(Cl)cc3)c2c1C	-30%	0%	.
COc1cc(NS(=O)(=O)c2cc3c(cc2C)NC(=O)CO3)cc(OC)c1	?	-1%	-20%
Cc1ccc([N+](=O)[O-])cc1NC(=S)NC(=O)c1cccnc1	-1%	12%	-2%
CC(=O)Nc1ccc(NC(=O)CN(C)S(=O)(=O)c2ccc3ccccc3c2)cc1	0%	-7%	-7%
CC1(C)O[C@@H]2[C@H](O1)[C@@H](CO)O[C@H]2n1cnc2c(=O)[nH]cnc21	29µM*	-2%	.
COc1cc(Cl)c(C)cc1NC(=O)CC1Oc2ccccc2NC1=O (stereo unspecified)	?	-9%	.
c1ccc2cc(-c3csnn3)ccc2c1	-12%	-1%	12%
N#Cc1ccccc1Sc1ccccc1C(=O)Nc1ccc(Br)cc1	-5%	0%	23%
Cc1ccccc1CSc1ncc(C#N)c(N)n1	-17%	-6%	7%
COC(=O)CSc1nc(N)c(C#N)c(-c2ccco2)c1C#N	9%	7%	0%
O=[N+]([O-])c1ccc(OCCO)c(P(=O)(c2ccccc2)c2ccccc2)c1	15%	14%	5%
COc1ccc(N2C(=O)CC(N(Cc3ccco3)C(=O)CCC(=O)O)C2=O)cc1 (stereo unspecified)	-7%	5%	9%
COc1cccc(OC)c1C(=O)Nc1ccc([N+](=O)[O-])cn1	1%	-1%	3%
C=C(C)c1nc(Oc2ccccc2)nc(Oc2ccccc2)n1	7.3µM*	-5%	.
O=C(NCc1ccccc1Cl)C1CCCN1C(=O)NC1CCCCC1 (stereo unspecified)	-3%	4%	-9%
CC(COc1cccc2ccccc12)CN1CCN(C)CC1 (stereo unspecified)	?	4%	-13%
CCCSCCCNC(=O)CN1C(=O)CCn2nc(-c3cn(C)c4ccccc34)cc21	?	9%	.
O=C(CCNS(=O)(=O)c1cccc2nsnc12)NCc1ccccc1	-2%&-13%	1%&-1%	2%
O=C(c1ccco1)N1CCN(Cc2cc(=O)c(OCc3ccc([N+](=O)[O-])cc3)co2)CC1	1%	6%	-1%
COc1ccc(OC)c(NC(=O)C2CCN(S(=O)(=O)c3ccc4c(c3)OCCO4)CC2)c1	?	1%	-1%
CCCCCn1c(CNC(=O)c2ccccc2)nc2ccccc21	?	-2%	.
CCCCCCCCC[n+]1cccc2c3ccccc3ccc21	0.58µM*	6%	-2%
CC(=O)c1cc(O)c2ccccc2c1O	15µM*	?	-1%
CSc1ccc(CN(C)C(=O)CCNS(=O)(=O)c2ccc(C)c(C)c2)cc1	?	-14%	3%
O=S1(=O)CCC(NC(=S)NC2CCS(=O)(=O)C2)C1 (stereo unspecified)	35%[activator]	-4%	?
O=C(CCCl)Nc1nnc(SCC(=O)NC2CCCC2)s1	3.3µM*	-6%	-3%
CCN(CCC(=O)O)c1ccccc1	-4%	-9%	2%
COc1ccc(CCNC(=O)c2noc(C)c2[N+](=O)[O-])cc1OC	3%	5%	-20%
CCC(C)N(C(=O)CSc1ccc(NC(C)=O)cc1)C1CCS(=O)(=O)C1 (stereo unspecified)	-23%	-11%	3%

# Retrieved one by one from above, seven records:
molecule	DT40 TDP1 CPT	FEN1 inh	N370S GC
CCCCCn1c(CNC(=O)c2ccccc2)nc2ccccc21	?	-2%	.
COc1ccc(CCNC(=O)c2noc(C)c2[N+](=O)[O-])cc1OC	3%	5%	-20%
COc1ccc(OC)c(NC(=O)C2CCN(S(=O)(=O)c3ccc4c(c3)OCCO4)CC2)c1	?	1%	-1%
CSc1ccc(CN(C)C(=O)CCNS(=O)(=O)c2ccc(C)c(C)c2)cc1	?	-14%	3%
CCCCCCCCC[n+]1cccc2c3ccccc3ccc21	0.58µM*	6%	-2%
CC(=O)c1cc(O)c2ccccc2c1O	15µM*	?	-1%
CCC(C)N(C(=O)CSc1ccc(NC(C)=O)cc1)C1CCS(=O)(=O)C1 (stereo unspecified)	-23%	-11%	3%

# Next records follow.
molecule	DT40 TDP1 CPT	FEN1 inh	N370S GC
Cc1nc2c(c3c1[nH]c1ccccc13)C(=O)CC(C)(C)C2	?	-27%	-12%
CC(C)(C)c1cc(/C=N/NC(=O)C[n+]2ccccc2)cc(C(C)(C)C)c1O	?	15%	-8%
COC(=O)c1cccc(S(=O)(=O)N(Cc2ccco2)Cc2cc3cc(OC)ccc3[nH]c2=O)c1	29µM*	4%	4%
COC(=O)c1ccccc1NS(=O)(=O)c1ccc(O)c(C(=O)O)c1	6%	-8%	30%
CCc1ccccc1OCC(=O)NNCC(=O)Nc1cccc(C#N)c1	-26%	-13%	.
N#C/C(C(=O)N1CCOCC1)=C1/SC(Cc2ccccc2)C(=O)N1c1ccccc1 (stereo unspecified)	3%	-13%	5%
CC(C)c1nnc(NC(=O)C2CCCN2S(=O)(=O)c2ccc(Cl)cc2)s1 (stereo unspecified)	-21%	1%	21%
Cc1ccc(-c2nc(CS(=O)(=O)CC(=O)NC3CCCCCC3)c(C)o2)cc1	-4%	14%	1%
O=C(CSc1nc(=O)n2ccccc2n1)N1CCC(Cc2ccccc2)CC1	?	0%	-3%
O=C(CCc1ccccc1Cl)Nc1cc2c(cc1C(=O)O)OCCCO2	6%	-4%	.
CCOc1ccc(NC(=S)NNC(=O)c2cc(Br)ccc2Cl)cc1	5%	-14%	16%
CCC(=O)Nc1c(-c2ccccc2)c(=O)c2ccccc2n1C	-4%	-1%	5%
COc1ccc(C(=O)OC(C)C(=O)NC(C)CCc2ccccc2)cc1OC (stereo unspecified)	-26%	11%	-6%
COc1ccc(-n2c(=S)[nH]c3ccccc32)cc1	-26%	-2%	3%
Cc1ccc(C(=O)COC(=O)CNC(=O)c2ccccc2)s1	-18%	16%	.
COc1cccc2c1Oc1ncccc1N(C(=O)CCC(=O)NCc1ccccc1F)C2	-1%	22%	8%
Cc1ccc(/C=N/NC(=O)c2ccccc2OCc2ccc(F)cc2)o1	5.8µM*	12%	21%
CC(C)c1nn2c(=O)cc(COC(=O)c3cccc(NC(=O)c4cccs4)c3)nc2s1	-3%	2%	.
Cc1ccc(NC(=O)Cn2c(-c3ccc4c(c3)OCO4)cn(-c3ccccc3)c2=O)cc1C	-4%	-9%	.
Cn1c(CCNC(=O)c2ccccc2F)nnc1SCC(=O)Nc1ccccc1F	-13%	3%	9%
CCCCCCOC(=O)Cc1c(C)nc(-c2ccccc2)[nH]c1=O	?	-8%	26%
COc1cccc(-c2nn(-c3ccccc3)cc2CN(C)Cc2ccno2)c1	21µM*	2%	-1%
CCOC(=O)C(C)Oc1ccc2c(CC)cc(=O)oc2c1C (stereo unspecified)	6%	0%	4%
O=C(O)Cn1nc(N2CCN(c3ccccc3)CC2)ccc1=O	-5%	21%	.
Cc1ccc(C)c(OCc2nnc(NC(=O)c3ccco3)s2)c1	-6%	?	8%
O=C(COc1cccc(Br)c1)N/N=C1\CCSC1	?	-2%	-6%
Cc1ccc(N2C(=O)CC(N3CCN(c4ccc(F)cc4)CC3)C2=O)c(C)c1 (stereo unspecified)	-2%	-8%	-1%
CCOc1ccccc1C=C1SC(=S)N(CC)C1=O	-5%	-1%	.
Cc1oc2c(c1C(=O)Nc1cccc3ccccc13)CCCC2	10µM*	-6%	6%
CCOC(=O)N1CCC(NC(=O)c2ccc(Cl)cc2)CC1	3%	2%	0%
COc1cccc(-c2nc(NCc3ccccc3)c3ccccc3n2)c1	?	.	-5%
O=C(CCC1CCCCC1)Nc1ccccc1C(=O)N1CCOCC1	5%	1%	26%
COC(=O)C1CCN(C(=O)COC(=O)CSc2ccc(C(N)=O)cc2[N+](=O)[O-])CC1	12%	4%	3%
CCCn1c(SCC(=O)NC(C)C23CC4CC(CC(C4)C2)C3)n[nH]c1=O (stereo unspecified)	-21%	0%	11%
O=C(Nc1ccccc1C(=O)NCC1CCCO1)c1ccc(Cl)cc1 (stereo unspecified)	?	1%	-13%
Cc1nnc(N2C(=O)C(O)=C(C(=O)c3ccco3)C2c2ccc(C(C)C)cc2)s1 (stereo unspecified)	-6%	2%	-11%
Cc1nn(C)cc1C(C(=O)NC1CCCCC1)N(CCc1ccccc1)C(=O)c1cnccn1 (stereo unspecified)	-16%	7%	-17%
Cc1ccc(SCc2nc(N)nc(Nc3ccccc3C)n2)cc1C	?	-7%	-15%
COc1ccc(-c2nc3sc(CCNC(=O)Cc4ccccc4)c(C)n3n2)cc1	15µM*	14%	.
Cn1c(=O)c2ncn(CC(=O)NC3CCCCCC3)c2n(C)c1=O	-9%	0%	12%
COC(=O)c1cc(C)ccc1OCc1ccc([N+](=O)[O-])cc1	7%	-2%	7%
CCCNC(=O)c1c(N)n(-c2cccc(OC)c2)c2nc3ccccc3nc12	?	-10%	29%
O=C(Cc1ccccc1)NC(NC(=S)Nc1cc(Cl)ccc1Cl)C(Cl)(Cl)Cl (stereo unspecified)	-26%	1%	6%
Cc1cccc(N(CC(=O)NC2CCCC2)C(=O)CCC(=O)Nc2cc(C)on2)c1	0%	2%	-11%
COC(=O)[C@H](CC(C)C)NCc1cccc(CN[C@@H](CC(C)C)C(=O)OC)c1	?	-6%	-13%
CC1(C)CC(=O)C2=C(C1)OC(N)=C(C#N)C2Cc1ccccc1 (stereo unspecified)	-4%	-2%	1%
COc1cc2c(NC3CCN(C(C)C)CC3)nc(N3CCCN(C)CC3)nc2cc1OCCOCCN1CCCC1	10µM*	20µM*	.
Cc1c(NC(=O)C(C)OC(=O)CNC(=O)c2ccccc2)c(=O)n(-c2ccccc2)n1C (stereo unspecified)	4%	4%	6%
CC1CCC(C(C)C)C(OC(=O)COC(=O)c2ccc(=O)[nH]c2)C1 (stereo unspecified)	-29%	-11%	28%
CC12CC3CC(C)(C1)CC(C(O)CN1CCOCC1)(C3)C2 (stereo unspecified)	0%	1%	?

# The results go on.
molecule	DT40 TDP1 CPT	FEN1 inh	N370S GC
COc1ccc(N2CC(NC(=O)C(=O)c3c(C)[nH]c4ccccc34)CC2=O)cc1 (stereo unspecified)	0%	3%	.
COc1ccc(CN2C(=O)CC(Cc3cc(C)cc(C)c3)C2=O)cc1OC (stereo unspecified)	-26%	-13%	-7%
Cc1ccc(C(=O)CCC(=O)NC2CCCC(C)C2C)cc1 (stereo unspecified)	-22%	9%	-10%
CC(=O)Nc1ccc(S(=O)(=O)NCCSCc2ccc(Cl)cc2Cl)cc1	?	-2%	1%
COc1ccc(CCNC(=O)Nc2cc(F)c(F)cc2Cl)cc1OC	23µM*	-18%	-3%
CC(Nc1ccc(Br)cc1)C(=O)N/N=C/c1ccccc1OCc1ccccc1 (stereo unspecified)	?	-22%	25%
CCn1ncc(Br)c1C(=O)NC(C)c1ccccc1 (stereo unspecified)	0%	-10%	2%
COc1ccc(CCN(Cc2ccccn2)C(=S)Nc2cccc(C)c2)cc1OC	1%	5%	10%
COC(=O)NCC(c1cccnc1)N1CCN(c2ccc(F)cc2)CC1 (stereo unspecified)	-12%	2%	.
CC(C)CC(COCc1ccc([N+](=O)[O-])cc1)N1CCN(C(=O)c2ccc(C(F)(F)F)cc2)CCC1=O (stereo unspecified)	18µM*	-19%	7%
N#CC1=C(N)Oc2n[nH]c(-c3ccccc3)c2C1c1cccnc1 (stereo unspecified)	-7%	-1%	12%
